Screens deposited in PubChem by National Center for Advancing Translational Sciences (NCATS).
aSyn yeast rescue – inhibitors of alpha-synuclein toxicity in yeast. AID 1347070. S. cerevisiae alpha-synuclein toxicity rescue, BacTiter-Glo growth, 24 h. actives 0.02% (n = 94,000). Potency, µM (highest dose often 46.1 µM), for the others: at the highest dose growth rescue (activation), most hits filed as activators; active = well fitted activation curve with a large enough effect; inconclusive = small, poorly fitted or top-dose-only effect; note: 0% is about no effect
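Growth restoration measured by BacTiter-Glo luminescence after 24 hr at 30 deg C; alpha-synuclein yeast, raffinose-pregrown to mid-log, were added at OD600=0.02 in galactose medium onto pinned compounds.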
* hit, by the source's call; ? = inconclusive; & = joins results of further samples; [ ] = another dose, or the depositor's remark. Potency is the fitted concentration of half-maximal effect.

smiles	aSyn yeast rescue
CCC(=O)N1CCc2cc(S(=O)(=O)NCCC(=O)NCc3ccc(OC)cc3)ccc21	8%
CC(C)CCNC(=O)c1nn(Cc2ccccc2)c(=O)c2ccccc12	-4%
O=C(Cc1ccccc1)NC1CCN(Cc2ccccc2)CC1	-6%
CCn1nc(C)c(CCN(C)C(=O)Nc2cc(Cl)ccc2C)c1C	-2%
N#Cc1ccccc1OCC(=O)N(Cc1nnc(-c2ccccc2Cl)o1)C1CC1	7%
COc1cccc(NC(=O)CCNS(=O)(=O)c2ccc3c(c2)oc(=O)n3C)c1	-1%
Cc1ccc(SCC(=O)OC(C)C(=O)NCc2ccccc2)cc1 (configuration not stated)	-6%
CCOC(=O)c1c(-c2ccc(C)cc2)csc1NC(=O)c1ccc(C(C)(C)C)cc1	-6%
Cc1cc(C)c2c(=O)cc(C(=O)Nc3ccccc3Cl)oc2c1	5%
COc1ccc(NC(=O)c2ccsc2NC(C)=O)cc1	13%
O=C(CC1C(=O)N(c2ccc(F)cc2)C(=O)N1Cc1ccc2c(c1)OCO2)Nc1ccc(Cl)cc1 (configuration not stated)	0%
Cc1ccc(NCc2ccco2)cc1C	-7%
CCn1c(=NC(=O)c2ccc3c(c2)OCCO3)sc2c(C)ccc(OC)c21	-14%
Cn1c2ccccc2c2c(C(=O)N3CCN(c4ccc(F)cc4)CC3)cn(C3CCCCC3)c(=O)c21	8%
O=c1c(-c2ccc(Cl)cc2)cnc2n1CCS2	-10%
COc1ccc(C2N3CC4(C)CN2CC(c2ccccc2)(C3)C4=O)cc1OC (configuration not stated)	6%
CCCCCn1c(CCCNC(=O)c2ccccc2)nc2ccccc21	-14%
C=C(C)Cn1c(SCC(=O)Nc2ccccc2C)nc2sc3c(c2c1=O)CCCC3	-11%
COc1ccccc1NC(=O)NCCN1C(=O)C2C3C=CC(C3)C2C1=O (configuration not stated)	-2%
Brc1ccccc1OCCNCc1ccccc1	9%
CCOC(=O)c1[nH]c(C)c(CCC(=O)N2CCN(c3cccc(OC)c3)CC2)c1C	3%
Cc1ccccc1CN1c2ccccc2-c2nc(SCC(=O)c3ccccc3)ncc2S1(=O)=O	-3%
COc1ccc(Nc2nnc(C)c(=O)[nH]2)c(OC)c1	0%
O=C(COc1ccccc1)NCC(c1ccco1)N1CCN(c2ccc(F)cc2)CC1 (configuration not stated)	-7%
Cc1ccc(Cl)cc1NC(=O)Cn1c(=O)n(CCC(=O)N2CCc3ccccc3C2)c(=O)c2ccccc21	-10%
CCc1sc(C(=O)N(CCOC)c2c(N)n(Cc3ccccc3)c(=O)[nH]c2=O)cc1C	6%
Clc1ccc(C(c2cccs2)N2CCNCC2)cc1 (configuration not stated)	-1%
O=S1(=O)c2ccccc2N(Cc2ccc(Cl)cc2F)c2ccccc21	-25%
CC(C)(C)c1ccc(C(=O)NCCC(=O)Nc2ccc(S(=O)(=O)Nc3nccs3)cc2)cc1	-49%[inhibitor]
S=c1nc(C2CCCCC2)n(-c2ccccc2)[nH]1	-47%[inhibitor]
CC(C)c1nn2c(=O)cc(COC(=O)c3cccs3)nc2s1	5%
Cc1ccc(S(=O)(=O)NC2(C(F)(F)F)NC(=O)N(CCc3ccccc3)C2=O)cc1 (configuration not stated)	8%&0%
CCCCn1c(N)c(N(CC(C)C)C(=O)c2oc3c(Cl)cccc3c2C)c(=O)[nH]c1=O	1%
CCN(Cc1ccccc1)C(=O)Cn1c(=O)n(-c2ccc(Cl)cc2)c(=O)c2c(C)c(C)sc21	-13%
CC1CC2=C(C(=O)O1)C(c1ccccc1)Nc1ccccc1N2 (configuration not stated)	6%
Cc1ccc(CNC(=O)c2cc3c(=O)n(C)c4ccccc4c3n2C)cc1	-1%
C[C@H]1CCCCO[C@H](CN(C)Cc2ccccc2)[C@@H](C)CN([C@@H](C)CO)C(=O)c2cc(NC(=O)CCC(F)(F)F)ccc2O1	1%
COc1ccc(C(=O)C[n+]2ccc(N(C)C)cc2)cc1	6%
Cc1ccc(C(=O)OCC2OC3OC(C)(C)OC3C2O)cc1 (configuration not stated)	-1%
CCN(c1cc(C)cc(C)c1)S(=O)(=O)c1nnc(NC(=O)c2cccs2)s1	0%

Part of the list above, set out differently.
> Cc1ccc(Cl)cc1NC(=O)Cn1c(=O)n(CCC(=O)N2CCc3ccccc3C2)c(=O)c2ccccc21
  aSyn yeast rescue: -10%
> CCc1sc(C(=O)N(CCOC)c2c(N)n(Cc3ccccc3)c(=O)[nH]c2=O)cc1C
  aSyn yeast rescue: 6%
> Clc1ccc(C(c2cccs2)N2CCNCC2)cc1 (configuration not stated)
  aSyn yeast rescue: -1%
> O=S1(=O)c2ccccc2N(Cc2ccc(Cl)cc2F)c2ccccc21
  aSyn yeast rescue: -25%

The results go on.
smiles	aSyn yeast rescue
Cc1noc2ncnc(NCc3cccc(Cl)c3)c12	-5%
O=c1c2[nH]c3ccccc3c2nc2n1CCS2	-4%
NC(=O)NCc1ccc(F)cc1	6%
O=C(COc1ccccc1)Nc1c(C(=O)N2CCN(c3ccc(F)cc3)CC2)oc2ccccc12	0%
CN(c1ccccc1)S(=O)(=O)c1ccc(NC(=O)c2nc(S(C)(=O)=O)ncc2Cl)cc1	5%
Cc1ccc(C)c(N2CCN(C(=O)Cn3cnc4nc5c(cc4c3=O)CCCC5)CC2)c1	21%
O=C(O)c1ccccc1C(=O)NCC(O)COc1ccc(Cl)cc1 (configuration not stated)	3%
O=C(NCCCN1CCN(c2ccccc2F)CC1)c1cc2c(Cl)nc3ccccc3c2s1	-57%[inhibitor]
Cc1ccc(C(=O)Nc2ccc(C(=O)OCc3cc(=O)n4nc(C5CC5)sc4n3)cc2)cc1	1%
CC(=O)c1ccc(S(=O)(=O)Nc2ccc(-c3ccc(N4CCCCC4)nn3)cc2)cc1	-6%
CNC(=O)C1CCN(Cc2cc3ccccc3n2Cc2cccc(C)c2)CC1	2%
Cc1cc(C)n(CCC(=O)N/N=C/c2ccc(Br)c([N+](=O)[O-])c2)n1	6%
CC1(c2ccc3c(c2)OCCCO3)NC(=O)N(CC(=O)NCCc2ccc(F)cc2)C1=O (configuration not stated)	0%
COc1ccc2cc(N=Cc3nc(-c4ccc(C)cc4)oc3O)cnc2c1	-15%
O=C(O)CNc1ncccc1[N+](=O)[O-]	0%
COc1cc(OC)c(NC(=O)CCCn2c(=O)oc3ccccc32)cc1Cl	5%
CCSc1ncc(Cl)c(C(=O)N2CCN(c3ccc(OC)cc3)CC2)n1	0%
COc1ccc(C(c2sc3nc(C)nn3c2O)N2CCN(Cc3ccccc3)CC2)cc1OC (configuration not stated)	2%
CCN1C(=O)c2cccc3c(S(=O)(=O)Nc4ccc(O)c(C(=O)O)c4)ccc1c23	-1%
CCOc1ccc(Oc2nc(N(CC)CC)nc(N3CCOCC3)n2)nn1	-8%
Cc1cccc(OCCCC(=O)Nc2ccc(S(N)(=O)=O)cc2)c1	-3%
COc1ccc(N2CC(NC(=O)C(c3ccccc3)c3ccccc3)CC2=O)cc1 (configuration not stated)	-5%
Cc1ccc(N2C(=O)C3CCCN3C2=S)cc1 (configuration not stated)	2%
Cc1cc2oc(C(=O)Nc3ccc(S(=O)(=O)N(C)Cc4ccccc4)cc3)cc(=O)c2cc1C	1%
O=C(Nc1ccc(N2CCCC2)cc1)c1ccc(Cl)cc1Cl	-5%
CCN1CCN(C(=O)c2ccc(Cl)c(S(=O)(=O)N3CCCCCC3)c2)CC1	6%
O=C(N/N=C/c1ccccn1)c1cccc([N+](=O)[O-])c1	7%
Cc1ccc(C)c(NC(=O)CN2CCCN(Cc3cccc(Cl)c3)S2(=O)=O)c1	13%
O=C(CSc1ccc(F)cc1)NC(=O)c1ccccc1	3%
O=c1nc(N/N=C/C=C/c2ccccc2)cn[nH]1	-5%
Cc1ccc(C23CCC(=O)N2C(C(=O)O)CS3)c(C)c1 (configuration not stated)	3%
Cc1ccccc1CNC(=O)C1CCCN(S(=O)(=O)N(C)c2ccc(F)cc2)C1 (configuration not stated)	-3%
Cc1noc(C)c1CSc1nnc2n(-c3ccccc3)c(=O)c3ccccc3n12	7%
O=C(NCCc1ccccn1)c1cc2ccccc2o1	5%
CCN(CC)C(=O)C1=C(C)N(Cc2ccccc2)C(=O)C(CC(=O)NC(c2ccccc2)c2ccccc2)C1 (configuration not stated)	11%
COCCNC(=O)CSc1ccccc1C(=O)O	-15%
CN(CC(=O)Nc1ccc(OC(F)(F)F)cc1)S(=O)(=O)c1ccc2c(c1)CCC(=O)N2	-11%
OC(c1ccccc1)C(NCc1ccccc1)c1ccccc1 (configuration not stated)	0%
COc1ccccc1C(=O)COC(=O)CNC(=O)c1ccc(Br)o1	5%
Cc1noc(C)c1S(=O)(=O)N1CCC(C(=O)N2CCC(N3CCCCC3)CC2)CC1	-1%
CCc1ccccc1NC(=O)C1=CC(c2ccc(OC)c(OC)c2)=NS(=O)(=O)N1C	-4%&1%
Cn1c(=O)c2cccnc2c(=O)n1C	1%
COc1ccc(OCc2ccc(-c3nc(C#N)c(N4CCC(C(N)=O)CC4)o3)o2)cc1	-9%
Cc1ccc(SCCOCCN2CC(C)OC(C)C2)cc1 (configuration not stated)	16%
CC1=C(C(=O)N(C)C)CC(CC(=O)NCCN2CCOCC2)C(=O)N1CCC1=CCCCC1 (configuration not stated)	-5%
O=C1c2ccccc2C(=O)N1COc1ccc(S(=O)(=O)N2CCOCC2)cc1[N+](=O)[O-]	-9%
CC(=O)N1CCC(C(=O)OCc2ccc(Cl)cc2)(c2ccccc2)CC1	15%
CC(C)CC(=O)Nc1nc2nc(-c3ccccc3)cc(=O)n2[nH]1	5%
O=S(=O)(NCCS(=O)(=O)N1CCN(c2ccccc2)CC1)c1ccc(F)cc1	4%
C[C@@H]1CN([C@H](C)CO)C(=O)CCCn2nncc2CO[C@H]1CN(C)S(=O)(=O)c1cccc(C#N)c1	3%
CCN(CC(O)COCc1ccc(Cl)cc1)C1CCCCC1 (configuration not stated)	3%
COc1cccc(S(=O)(=O)N(C)C[C@@H]2OCc3cnnn3CCCC(=O)N([C@H](C)CO)C[C@H]2C)c1	-15%
COc1cc(CNCCN(C)C)c(Br)cc1OC1CCCC1	-5%
Cc1ccc(S(=O)(=O)c2nnn(CC(=O)Nc3ccccc3C)c2N)cc1	-3%
Cc1cc(=O)[nH]c(CN2CCC(c3ccccc3)CC2)n1	-6%
Cc1ccc(Cl)cc1N1CCN(C(=O)c2cnc3c(-c4ccc(F)cc4)c(C)nn3c2C)CC1	1%
CCOc1ccccc1NC(=O)N1CCc2cc(S(=O)(=O)N3CCC(C)CC3)ccc21	-4%
CC(=O)Nc1ccc(S(=O)(=O)Nc2cc(-c3cn4ccccc4n3)ccc2C)cc1	-1%
Cc1ccc(Nc2c(-c3ccc(N4CCOCC4)cc3)nc3ncccn23)c(C)c1	3%
COc1ccc(-c2cn3c(n2)sc2cc(C(=O)NCc4ccccc4)ccc23)cc1	7%

The list continues:
smiles	aSyn yeast rescue
CCC(=O)Nc1ccccc1-c1nc2ccccc2n(Cc2cccc(Br)c2)c1=O	1%
CC(OC(=O)c1cccc(-n2cnnn2)c1)C(=O)NCc1ccccc1 (configuration not stated)	-2%
CCOc1ccc(CCNC(=O)Cn2nc(C)n3c(cc4occc43)c2=O)cc1OCC	-8%
CC(C)(C)c1ccc(C(=O)Nc2ncn[nH]2)cc1	-2%
Cc1ccc(-c2c(C(=O)N(C)Cc3ccccc3)oc(=O)c3ccccc23)cc1	4%
CCC(C)NC(=O)c1cc2c(Cl)nc3ccc(C)cc3c2s1 (configuration not stated)	-17%
COc1ccc(CCCc2nnc(SCC(=O)Nc3ccccc3F)o2)cc1C	0%
Cc1n[nH]c(=O)c2c(NC(=O)CSc3ccc(Br)cc3)oc(C)c12	7%
CCc1nc2sc3c(N4CCCCC4)ncnc3c2c2c1CCCC2	8%
CC(C)c1ccc(CNCCSc2nnnn2C)cc1	3%
CCCn1c2ccccc2c2cnn(CC(=O)N(CC)c3cc(C)ccc3C)c(=O)c21	-4%
Cc1ccc(-n2nnnc2SCC(=O)NC2CCCc3ccccc32)c(C)c1 (configuration not stated)	-2%
COc1cc(OC)cc(C(=O)Nc2cccc(-c3cn4cccnc4n3)c2)c1	-6%
Cc1ccc(NC(=O)c2cc(S(=O)(=O)NC3CCCCC3)ccc2F)cc1Cl	?
Cn1/c(=N\NC(=O)c2ccccc2Cl)sc2ccccc21	3%
Nc1ncc(S(=O)(=O)NCc2ccc(F)cc2)cn1	7%
Cc1ccc(NC(=O)CSc2nc3c(c(=O)[nH]2)CN(Cc2ccccc2)CC3)cc1Cl	4%
COc1ccc(NC(=O)CSc2nc3ccccc3n2CC(=O)N2CCCCC2C)cc1 (configuration not stated)	-2%
COc1ccccc1C(=O)Nc1ccc2ccccc2c1	-13%
Cc1ccnc(NC(=O)c2cnc(Cl)c(Cl)c2)c1	6%
CCOc1ccc(S(=O)(=O)NCCC(=O)OCC(=O)c2ccc[nH]2)cc1	13%

Taken from above:
For aSyn yeast rescue, `O=C(O)c1ccccc1C(=O)NCC(O)COc1ccc(Cl)cc1` (configuration not stated) reads 3%
For aSyn yeast rescue, `COc1ccc(CCCc2nnc(SCC(=O)Nc3ccccc3F)o2)cc1C` reads 0%

The list is partial (hit frequency here may not be typical).
